Screening data deposited in PubChem by National Center for Advancing Translational Sciences (NCATS).
MCF10A rerep: induces DNA re-replication in MCF 10a normal breast cells. MCF 10A DNA re-replication, Hoechst nuclear intensity, 48 h. Potency, µM (top dose mostly 46.1 µM), without a hit: at the highest dose activity, positive = re-replication, most hits filed as activators. 350,000 tested, 2.9% active; further: potency means the concentration at half of the fitted maximal effect; % of control where 0% means no effect; nearly all actives have a fitted effect of over 50% in size
A549 viability: kills or reduces viability of A549 cells in Nrf2 counter-screen. A549 ARE-Fluc cells, CellTiter-Fluor viability, 18-24 h. Potency, µM (highest dose often 46 µM), without a hit: at the highest dose activity change, negative = cytotoxicity, hits mostly inhibitors. 390,000 tested, 0.16% active; further: potency means the concentration at half of the fitted maximal effect; on the % scale 0 is the no-effect control and ±100 the full control effect
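Cytotoxicity counterscreen: CellTiter-Fluor fluorescence was measured in A549 ARE_Fluc cells after 18-24 h of compound exposure in a concentration series. The subsequent BugLite luminescent read reports ARE-luciferase activity.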
TGFb inhibitor: TGF-b pathway inhibition; AID 588855; HepG2 CAGA-GFP TGF-b/SMAD3 reporter, GFP fluorescence, 18 h; TGF-beta stimulated, 500 pg/mL final; 410,000 tested, 1.2% active; Potency, µM (highest dose often 46.1 µM), inactives show at the highest dose activity, negative = inhibition, actives largely listed as inhibitors; further: potency means the concentration at half of the fitted maximal effect; on the % scale 0 is the no-effect control and ±100 the full control effect; nearly all actives have a fitted effect of over 65% in size
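TGF-beta reporter screen: HEPG2 CAGA-GFP, 1% FBS, 500 pg/mL TGF-beta final, 18 h; per-cell GFP summed per well; curves fitted and categorized by class.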
IL-1B inflam inh: inflammasome signaling inhibition, IL-1 beta readout; THP-1 LPS/ATP IL-1B secretion, AlphaLISA, 16 h; active compounds read low; activity change, % at 57.5 µM; 360,000 tested, 4.7% active; AID 743279; in the data active means activity change below about -50%; inconclusive means mostly about -30% to -49%; further: on the % scale 0 is the no-effect control and ±100 the full control effect
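Secreted IL-1B measured by AlphaLISA bead assay after 16 h compound exposure of THP-1 cells; compounds (final up to 57.5 uM) added 1 h before LPS (250 ng/mL) and ATP (1.25 mM) stimulation; lower signal means less secretion.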
Nrf2 block: blocks Nrf2 signaling; A549 ARE-Fluc reporter, luciferase luminescence, 18-24 h; Potency, µM (top dose mostly 46 µM), inactives show at the top dose activity change, negative = inhibition, usual class: inhibitors; 360,000 tested, 2.1% active; further: potency means the concentration at half of the fitted maximal effect; on the % scale 0 is the no-effect control and ±100 the full control effect; nearly all actives have a fitted effect of over 60% in size
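Cells were seeded and rested 2 h, then exposed to compounds for 18-24 h. CellTiter-Fluor was read first as a viability measure. BugLite was added 15 min before the final luminescent read of ARE-luciferase activity in A549 cells.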
HepG2 viability: kills HepG2 cells in TGF-b inhibitor counter-screen | HepG2 CAGA-GFP viability, ATP luminescence, 18 h | 410,000 tested, 0.76% active | Potency, µM (top dose mostly 46.1 µM), for the others: at the highest dose activity change, negative = cytotoxicity, hits mostly cytotoxic; further: potency means the concentration at half of the fitted maximal effect; some results filed as inactive show a strong effect at the top dose
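CellTiter-Glo luminescence gave cytotoxicity after 18 hours at 37 degrees C. The cells were HepG2 CAGA-GFP in 1% FBS DMEM, stimulated with 500 pg/mL TGF-beta after compound addition. %Activity was normalised to no-cell wells (complete cell-killing) and DMSO (no toxicity), and curves were fitted and classified.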
S2 tox: cell viability loss in ATXN counter-screen; S2 cells (HEK-293 line with an ATXN2-luciferase reporter) viability, CellTiter-Fluor protease fluorescence, 24 h; Potency, µM (doses to about 56.7 µM), actives largely listed as cytotoxic; 400,000 tested, 0.49% active; further: potency means the concentration at half of the fitted maximal effect; nearly all actives have a fitted effect of over 40% in size
ATXN2 expr inh: reduces ATXN2 reporter expression in HEK-293 cells; HEK-293 ATXN2-luciferase reporter, luminescence, 24 h; Potency, µM (doses to about 57 µM), inactives show at the top dose activity change, negative = inhibition, actives largely listed as inhibitors; 360,000 tested, 0.72% active; AID 1745845; further: potency means the concentration at half of the fitted maximal effect; on the % scale 0 is the no-effect control and ±100 the full control effect; nearly all actives have a fitted effect of over 55% in size
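qHTS (up to 57 uM final) was run with 24 h compound exposure of reporter cells at 37 °C. Each well was multiplexed: SteadyGlo luminescence measured ATXN2-luciferase expression after a fluorogenic Gly-Phe-AFC viability readout (25 uM final).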
Nrf2 activator: activates Nrf2 signaling; AREc32 ARE-luciferase reporter (MCF7-derived line), luminescence, 24 h; Potency, µM (highest dose often 46.1 µM), inactives show top-dose activation, usual class: activators; 410,000 tested, 0.31% active; further: potency means the concentration at half of the fitted maximal effect; % of control where 0% means no effect; nearly all actives have a fitted effect of over 65% in size
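Reporter line AREc32 (ARE-Fluc), seeded overnight in OPTI-MEM with 5% FBS; compound pin-transferred, 24 hr at 37 deg C, 5% CO2; luminescent read-out.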
* marks the source's active call; other numbers are inactive results; i = inactive; u = inconclusive; x = no result given; [ ] = remark or other dose. Unless noted, the call rests on the fitted dose curve; in most records, active means well fitted curve in the direction sought with a large enough effect; inconclusive means small, poorly fitted or top-dose-only effect, or another doubt; inactive means no such curve, though single readings can be large; an effect the other way counts as inactive or inconclusive.

SMILES | MCF10A rerep | A549 viability | TGFb inhibitor | IL-1B inflam inh | Nrf2 block | HepG2 viability | S2 tox | ATXN2 expr inh | Nrf2 activator
O=S(=O)(c1ccc(-n2cnnn2)cc1)N1CCC(N2CCCCC2)CC1 | -23.8% | 13.8% | -11.0% | 0.2 | -7.8% | -24.6% | i | -0.3% | -0.4%
CC(NC(=O)c1cc2sccc2n1C)c1ccc2c(c1)OCCO2 (stereo not given) | u | 11.7% | -2.3% | 4.4 | u | 5.6% | i | 104.9%[activator] | -0.1%
CCCC1Oc2ccccc2C(=O)N(CC(=O)c2ccc3c(c2)OCCO3)C1=O (stereo not given) | 12.5% | -0.3% | -0.1% | -2.9 | u | 0.8% | i | 24.8% | -0.4%
COc1ccc2cc3c(N)nn(C(=O)Cc4ccc(Cl)cc4)c3nc2c1 | u | 1.7% | -26.6% | -22.2 | 4.8% | -4.4% | u | u | -0.8%
Cc1ccc2occ(CC(=O)Nc3c(C)cccc3C)c2c1 | x | 0.4% | -1.1% | x | -8.1% | -23.6% | x | x | -0.8%
Cc1oc(-c2ccccc2F)nc1CS(=O)(=O)CC(=O)NCCCN(C)C1CCCCC1 | 26.6% | 29.1% | -6.2% | -11.7 | 10.8% | 7.4% | i | -3.8% | -0.2%
Cc1onc(-c2c(F)cccc2Cl)c1C(=O)OCC(=O)NC(N)=O | 0.4% | 2.6% | 0.2% | 31.4 | u | -6.1% | i | -14.3% | 2.0%
O=C(C1Cc2ccccc2CN1S(=O)(=O)c1cccs1)N1CCCCCC1 (stereo not given) | 10.9% | -9.1% | -9.5% | -3.3 | 3.5% | -9.2% | u | 2.3% | -0.5%
Cc1cc(C(=O)N2CCC(C(F)(F)F)n3nccc32)on1 (stereo not given) | -1.7% | 5.4% | -30.8% | 3.3 | u | 1.1% | i | 7.3% | -0.3%
CCOC(=O)c1ccc(NC(=O)CN2C(=O)CNC2=O)cc1 | -6.0% | -0.5% | u | -8.9 | 9.4% | -79.8% | i | 19.0% | -0.3%
CCC1(CC)Cc2ccccc2-c2nc(NCCCO)[nH]c(=O)c21 | -8.7% | 1.3% | 2.0% | 2.9 | -11.6% | 21.9% | i | 1.1% | -0.4%
Cc1cc(NCc2ccc(Cl)cc2)n2cnnc2n1 | x | -2.6% | x | x | u | -21.5% | x | x | -1.0%
CCc1sc(-c2ccccc2)nc1C(=O)OC | u | 0.0% | -21.4% | 1.3 | 20.2% | -2.7% | i | x | u
CSc1ccc(Cl)c(C(=O)OCC(=O)NC2CC2)c1 | -27.3% | -17.8% | 3.2% | 5.4 | -16.7% | 2.2% | i | -1.2% | -0.7%
Cc1ccc(S(=O)(=O)c2cn(Cc3ccccc3)c3cc(N4CCCC4)c(F)cc3c2=O)cc1C | x | -11.1% | -9.9% | x | 27.9% | -26.0% | x | x | -1.0%
CC1CCC/C(=C\Nc2ccc3c(c2)OCO3)C1=O (stereo not given) | 12.3% | -11.8% | u | -8.2 | 6.0% | -14.1% | i | 14.3% | 0.3%
C=CCc1c(C)nc(SC)nc1Nc1ccc(C(=O)O)cc1 | u | -8.5% | 18.9% | 11.1 | -14.2% | -21.4% | i | -1.4% | -0.3%
Cc1cc(C)cc(NC(=O)C2CCN(S(=O)(=O)c3ccc4[nH]c(=O)ccc4c3)CC2)c1 | 4.4% | -7.7% | -9.5% | -5.4 | -19.4% | -1.0% | u | -1.4% | 0.1%
CCOc1cc(C(=O)NC(=S)Nc2ccc(Cl)c(C(=O)O)c2)cc(OCC)c1OCC | -9.0% | 3.7% | -26.1% | 33.3 | -13.5% | -30.1% | i | 2.8% | 0.2%
COc1ccc2nc(NCCNC(=S)NCCCN3CCOCC3)c(C#N)cc2c1 | 9.0% | 1.0% | -14.6% | u | -9.7% | -29.4% | x | -14.5% | 0.7%
CC1Cc2ccccc2N1C(=O)CN1C(=O)NC2(CCCCC2)C1=O (stereo not given) | -3.4% | 9.4% | 21.9% | 21.2 | 5.6% | 2.1% | i | x | 0.1%
Cn1c(NCc2ccco2)nc2c1c(=O)n(Cc1ccc(Cl)cc1)c(=O)n2C | u | 0.2% | 14.3% | -24.0 | u | -13.9% | i | -21.8% | 18.2%
CCCCCC[n+]1c(-c2ccccc2)csc1Nc1ccccc1 | u | -3.3% | 3.9% | -3.0 | 5.7% | 17.1% | i | -2.7% | -0.1%
CS(=O)(=O)C1=NSC2=NC(=O)/C(=C\c3ccc(OS(=O)(=O)c4ccccc4)cc3)C(=N)N21 | -0.5% | 5.7% | 2.7% | -18.3 | 15.1% | -11.8% | i | x | 5.1%
CC(C)NC(=O)CN1CCN(C(c2cc3ccccc3o2)c2nnnn2C(C)(C)C)CC1 (stereo not given) | x | x | x | 16.2 | x | x | u | 8.5% | -0.2%

Some entries already given, reduced to ATXN2 expr inh and Nrf2 activator.
compound | ATXN2 expr inh | Nrf2 activator
Cc1onc(-c2c(F)cccc2Cl)c1C(=O)OCC(=O)NC(N)=O | -14.3% | 2.0%
CCOc1cc(C(=O)NC(=S)Nc2ccc(Cl)c(C(=O)O)c2)cc(OCC)c1OCC | 2.8% | 0.2%
CCCCCC[n+]1c(-c2ccccc2)csc1Nc1ccccc1 | -2.7% | -0.1%
COc1ccc2cc3c(N)nn(C(=O)Cc4ccc(Cl)cc4)c3nc2c1 | u | -0.8%
C=CCc1c(C)nc(SC)nc1Nc1ccc(C(=O)O)cc1 | -1.4% | -0.3%
CCCC1Oc2ccccc2C(=O)N(CC(=O)c2ccc3c(c2)OCCO3)C1=O (stereo not given) | 24.8% | -0.4%

Continuation:
SMILES | MCF10A rerep | A549 viability | TGFb inhibitor | IL-1B inflam inh | Nrf2 block | HepG2 viability | S2 tox | ATXN2 expr inh | Nrf2 activator
O=C(O)c1ccc2c3n(nc2c1)-c1ccc(Cl)cc1CO3 | 6.5% | -6.3% | 9.6% | 21.6 | 3.6% | -18.3% | i | 6.4% | -1.7%
CCOC(=O)C1C(=O)NC(N2CCN(c3ccccc3)CC2)=NC1c1ccco1 (stereo not given) | 1.0% | -11.1% | -23.4% | -8.0 | -13.8% | -8.4% | i | 0.0% | -0.1%
CCCCN(CCCC)C(=O)CN(C)S(=O)(=O)c1ccc2c(c1)c(=O)n(C)c(=O)n2C | x | 1.3% | u | x | 14.1% | -14.2% | i | -3.2% | 3.6%
COC(=O)C1CC(C(=O)OC)C2C(C(=O)OC)CC(C(=O)OC)C12 (stereo not given) | -1.8% | 4.1% | -6.1% | -16.1 | -1.3% | -4.5% | i | 13.2% | 5.4%
Oc1ccccc1N1CCN(c2ccc3ccccc3n2)CC1 | 24.3% | -1.4% | 1.4% | u | u | -1.6% | i | 42.6%[activator] | 3.4%
O=C(Cc1ccc(Br)cc1)Nc1ncc([N+](=O)[O-])s1 | u | -26.8% | u | -53.8* | u | -56.2% | i | x | 11.5%
NS(=O)(=O)c1c(Sc2ccccc2C(=O)O)ccc2ccccc12 | 11.0% | 1.8% | 8.2% | 5.6 | 22.4% | 0.6% | i | x | 0.2%
CCOC(=O)Cc1csc(SCC(=O)NC2CCC(C)CC2)n1 (stereo not given) | 2.2% | 3.1% | -0.9% | 2.3 | 6.3% | -19.5% | i | -12.1% | 0.3%
CNc1ccccc1C(C)(C)c1cc(-c2cc(C)cc(C)c2)no1 | u | 17.2% | 0.0% | -8.8 | -2.1% | -11.1% | i | -1.1% | 0.4%
CN(C(=O)COC(=O)/C=C/c1cccs1)c1c(N)n(Cc2ccccc2)c(=O)[nH]c1=O | 3.0% | -13.1% | 5.2% | -4.7 | -14.3% | 11.8% | i | u | -0.6%
O=C(COc1ccc2ccccc2c1)N1CCN(C(=O)c2ccco2)CC1 | -1.2% | 3.4% | -4.8% | 10.7 | -0.9% | 1.4% | i | 1.0%[11.3 µM] | -0.2%
CC(=O)c1cc(-c2ccccc2)n(CCC(=O)NC2CCCC2)c1C | -8.9% | -0.2% | -1.4% | 0.0 | 4.3% | 1.7% | i | x | -0.7%
CC1=C(C(=O)OCC2CCCCC2)C(c2ccccc2F)CC(=O)N1 (stereo not given) | x | -2.1% | u | x | u | -38.4% | i | -2.6% | -0.4%
COc1ccccc1NCC(=O)N/N=C/c1c(O)ccc2ccccc12 | u | -10.6% | -1.4% | 170.9 | u | -48.2% | i | 2.51µM* | -1.2%
CCc1cc(=O)oc2cc3occ(-c4ccc(OC)c(F)c4)c3cc12 | 2.31µM* | u | -51.7% | 42.3 | -25.8% | -44.3% | x | u | 0.1%
Cc1cc(NC(=O)NCc2ccc3c(c2)CCN3C(=O)c2ccccc2)ccc1Br | x | -11.0% | u | x | x | -3.0% | x | x | 1.9%
COc1ccccc1C(=O)Nc1ccccc1C(=O)N1C(C)CCCC1C (stereo not given) | 1.0% | 1.8% | 27.1% | 13.2 | 1.7% | -2.3% | i | -21.6% | -0.7%
CCC(C)[C@H](NC(=O)C1(c2ccccc2)CCN(C(=O)OC(C)(C)C)CC1)C(=O)N[C@@H](C(=O)O)c1ccccc1 (stereo not given in full) | 2.2% | 3.3% | 4.7% | 8.3 | 1.9% | -7.3% | i | 7.5% | 0.0%
CCn1cc(S(=O)(=O)N2CCN(Cc3ccc(F)cc3)CC2)cn1 | -3.8% | -1.3% | -0.8% | 19.0 | -2.4% | -1.6% | i | -34.4% | 0.3%

A draw from above in order of SMILES length, falling.
SMILES | MCF10A rerep | A549 viability | TGFb inhibitor | IL-1B inflam inh | Nrf2 block | HepG2 viability | S2 tox | ATXN2 expr inh | Nrf2 activator
CCCCN(CCCC)C(=O)CN(C)S(=O)(=O)c1ccc2c(c1)c(=O)n(C)c(=O)n2C | x | 1.3% | u | x | 14.1% | -14.2% | i | -3.2% | 3.6%
CCc1cc(=O)oc2cc3occ(-c4ccc(OC)c(F)c4)c3cc12 | 2.31µM* | u | -51.7% | 42.3 | -25.8% | -44.3% | x | u | 0.1%
NS(=O)(=O)c1c(Sc2ccccc2C(=O)O)ccc2ccccc12 | 11.0% | 1.8% | 8.2% | 5.6 | 22.4% | 0.6% | i | x | 0.2%
